TDP1 cell noCPT: qHTS for Inhibitors of human tyrosyl-DNA phosphodiesterase 1 (TDP1): qHTS in cells in absence of CPT; AID 686978, 2013; 420,000 tested, 15% active; DT40 Tdp1-/- hTDP1 cells, no CPT, ATP luminescence, 48 h; Potency, µM (series often up to 46.2 µM), for the others: at the top dose activity change, negative = growth inhibition, most hits filed as inhibitors; further: nearly all actives have a fitted effect of over 55% in size
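Camptothecin absent (DMSO only). Human TDP1-complemented DT40 knockout cells, 400 cells/well, 37 °C for minimum 48 hr; ATP measured via CellTiter-Glo, 30 min dark incubation, luminescence.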
TDP1 inh: TDP1 (human) enzyme inhibition; recombinant TDP1, AlphaScreen DNA substrate cleavage; Potency, µM (series often up to 130 µM), for the others: at the highest dose activity change, negative = inhibition, usual class: inhibitors; 350,000 tested, 0.28% active; further: nearly all actives have a fitted effect of over 40% in size
Target sequence (Q9NUW8 whole entry, looked up): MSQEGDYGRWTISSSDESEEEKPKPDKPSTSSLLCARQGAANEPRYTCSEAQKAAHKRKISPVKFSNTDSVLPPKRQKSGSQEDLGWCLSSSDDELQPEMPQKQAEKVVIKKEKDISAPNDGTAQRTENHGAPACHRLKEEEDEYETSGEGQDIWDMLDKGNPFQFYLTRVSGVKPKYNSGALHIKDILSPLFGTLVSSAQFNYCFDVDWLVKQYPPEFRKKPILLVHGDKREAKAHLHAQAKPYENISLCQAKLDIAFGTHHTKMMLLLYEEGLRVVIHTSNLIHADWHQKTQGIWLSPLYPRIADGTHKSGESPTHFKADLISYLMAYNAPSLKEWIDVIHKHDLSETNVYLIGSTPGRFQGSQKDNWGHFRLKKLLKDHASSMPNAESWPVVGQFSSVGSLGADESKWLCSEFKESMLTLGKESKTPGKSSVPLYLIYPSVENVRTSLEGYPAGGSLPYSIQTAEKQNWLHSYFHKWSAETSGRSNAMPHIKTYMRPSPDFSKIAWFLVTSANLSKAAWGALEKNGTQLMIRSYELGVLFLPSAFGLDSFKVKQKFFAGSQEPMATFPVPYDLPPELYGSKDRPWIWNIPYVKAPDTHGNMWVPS
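E. coli-derived human Tdp1, 1 nM final. Cpd preinc 15 min RT; substrate 15 nM final, 5 min RT; AS bead mix 10 ug/ml final, 10 min RT. Signal loss = tyrosine-FITC cleavage. No-enzyme wells = max signal.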
DT40 TDP1 CPT: growth inhibition of DT40 Tdp1-/-;hTDP1 cells with camptothecin (screen for TDP1 inhibitors) | AID 686979 | Potency, µM (top dose mostly 46.2 µM), inactives show at the top dose activity change, negative = growth inhibition, most hits filed as inhibitors | chicken DT40 Tdp1-/-;hTDP1 cells + 20 nM CPT, ATP luminescence, 48 h | 420,000 tested, 12% active; further: nearly all actives have a fitted effect of over 55% in size
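Cell growth measured by CellTiter-Glo luminescence after a minimum 48 h, 37 C compound exposure with 20 nM CPT in Tdp1-knockout DT40 cells stably expressing hTDP1, seeded 400/well; qHTS titration format.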
Numbers without * were called inactive; ? = inconclusive; . = not tested or not shown; & = joins results of further samples; [ ] = another dose, or the depositor's remark. The call rests on the fitted dose curve; in most records, active means well fitted curve in the direction sought with a large enough effect; inconclusive means small, poorly fitted or top-dose-only effect, or another doubt; inactive means no such curve, though single readings can be large; an effect the other way counts as inactive or inconclusive. On the % scale 0 is the no-effect control and ±100 the full control effect; potency means the concentration at half of the fitted maximal effect. Rows were taken by chance. About 18% of those tested had a hit in this group.

entry | molecule | TDP1 cell noCPT | TDP1 inh | DT40 TDP1 CPT
1 | COCCOc1ccc(C(F)(F)F)cc1NC(=O)COC(=O)C12CC3CC(CC(O)(C3)C1)C2 | -19.6% | 2.5% | -19.0%
2 | COc1ccc(NC(=O)CN2C(=O)CC(C)(C)S(=O)(=O)c3ccccc32)cc1 | -21.3% | 0.0% | 1.5%
3 | Cc1ccc(CNS(=O)(=O)c2ccc(Br)s2)cc1 | -2.0% | . | -17.0%
4 | OC(c1ccc(-c2ccccc2)cc1)c1ncc(-c2ccccc2)[nH]1 (centres undefined) | ? | . | ?
5 | COc1ccc(-n2c(=O)c3ccccc3n(Cc3ccc(F)cc3)c2=O)cc1OC | -12.5% | 6.8% | -13.7%
6 | CC(=O)Nc1cc(OC(C)=O)c2nonc2c1OC(C)=O | 18.4µM* | -2.9% | ?
7 | O=C(N/N=C/c1cc2c(cc1Cl)OCO2)c1ccncc1 | -2.7% | 2.5% | -1.8%
8 | CCOC(=O)CNc1nc(Cl)nc(N2CCCCC2)n1 | -4.2% | . | 3.1%
9 | CCCCNC(=O)CSc1nc(-c2ccc(OC)cc2)cc(C(F)(F)F)n1 | ? | -5.3% | ?
10 | COc1ccc(/C=N/NC(=O)C(=O)N2CCN(c3ccccc3OC)CC2)cc1 | ? | 5.2% | ?
11 | CCOc1ccc(NC(=O)C(=O)N/N=C/c2cccnc2)cc1 | 21.6% | . | -4.2%
12 | COC(=O)c1cnn2c(C(F)(F)F)cc(-c3ccc(F)cc3)nc12 | -24.0% | -6.8% | 2.2%
13 | COc1ccccc1C(=O)Nc1ccnn1C1CCN(Cc2cc(C)c(C)cc2C)CC1 | 18.4µM* | 0.7% | ?
14 | Cc1nn(CCCC(=O)N2CCc3ccccc3C2)c(=O)c2cc3sccc3n12 | -1.1% | 1.0% | -12.8%
15 | O=C(Nc1ccccc1)c1ccc2c(c1)OCCCO2 | -2.6% | 0.7% | ?
16 | O=c1ccc2ccc(OCc3nnc(-c4ccccc4Br)o3)cc2o1 | ? | 2.0% | -23.8%
17 | CC(OC(=O)c1cc(=O)[nH]c2ccccc12)C(=O)Nc1ccc(Cl)cn1 (centres undefined) | -7.7% | 0.1% | 2.4%
18 | COc1c(C(C)C)cc(NC(C)=O)cc1C(C)C | -22.0% | 4.5% | -10.2%
19 | Cc1ccc(OCC(=O)N(Cc2ccccc2)c2ccccn2)cc1 | 1.3% | -1.1% | -14.7%
20 | CCNc1nc(NC(C)C)nc(N(C#N)CC(=O)OC)n1 | -6.9% | 6.2% | 0.1%
21 | O=C1CCC([N+](=O)[O-])C(c2cccc3ccccc23)N1 (centres undefined) | 8.5% | 6.0% | -11.9%
22 | Cc1ccc(CNC(=O)CN2C(=O)C3(SCC(=O)N3c3ccc(F)c(F)c3)c3ccccc32)cc1 (centres undefined) | ? | 5.3% | -27.4%
23 | O=C(NCc1ccc2c(c1)OCO2)c1ccc2c(c1)C(=O)N(CC1CCCO1)C2=O (centres undefined) | -27.4% | 6.8% | -4.7%
24 | Cc1oc(-c2ccccc2F)nc1CN1CCC(C(=O)NCc2cccs2)CC1 | -19.2% | 3.8% | -5.8%
25 | O=C(NCCN1CCOCC1)c1cccc(S(=O)(=O)Nc2ccc(Br)cc2)c1 | -14.1% | 0.1% | -17.1%
26 | CSc1ccccc1NC(=O)CN(C)CC(=O)Nc1ccc(N2CCOCC2)cc1 | -19.9% | 5.3% | -0.5%
27 | COC(=O)c1cccc(C(=O)N2CCCC(CCC(=O)N(C)CCc3ccccn3)C2)c1 (centres undefined) | 9.1% | 0.4% | -21.3%
28 | COc1ccc(C(CC(=O)Nc2cc([N+](=O)[O-])ccc2OC)c2ccccc2)cc1 (centres undefined) | ? | 1.8% | 16.4µM*
29 | Oc1ccc(N2CCN(c3ncnc4sc5c(c34)CCC5)CC2)cc1 | 13µM* | 7.8% | 23.1µM*
30 | O=C(NCCCn1ccnc1)c1nn2c(C(F)(F)F)cc(-c3ccccc3)nc2c1Cl | ? | 7.9% | -13.8%
31 | Cn1nc(-c2cccnc2)nc2c(=O)n(C)c(=O)nc1-2 | 1.26µM* | 1.2% | 1.12µM*
32 | COc1ccc(CCN2C(=O)N[C@@H](CCC(=O)O)C2=O)cc1 | -8.8% | . | ?
33 | CCOc1ccc(-c2cn3c(n2)sc2cc(C(=O)NCCc4ccc(OC)c(OC)c4)ccc23)cc1 | 10.3µM* | 3.9% | 11.6µM*
34 | O=[N+]([O-])c1ccc(-c2ccc(/C=N/n3cnnc3)o2)c(Br)c1 | -11.9% | . | -22.2%
35 | Oc1c(Br)cc(Br)cc1/C=N/n1c(-c2ccccc2)n[nH]c1=S | -6.7% | . | 0.7%
36 | O=C(COc1coc(CN2CCN(c3ccccc3F)CC2)cc1=O)Nc1ccccc1 | -29.9% | -5.1% | -19.6%
37 | CN(CC(=O)Nc1ccccc1C(F)(F)F)Cc1c(O)ccc2ccccc12 | -24.9% | -0.4%[0.0935 µM] | -12.1%
38 | C[C@H](CO)N1C[C@H](C)[C@@H](CN(C)C(=O)c2cccc(F)c2)Oc2cc(-c3cncnc3)ccc2S1(=O)=O | 9.3% | . | -23.7%
39 | Cn1c(CO)nc2c3ccccc3ccc21 | -7.1% | . | -3.9%
40 | O=C(CCC(=O)N1CCN(c2cccc(Cl)c2)CC1)c1cccs1 | 18.4µM* | -9.5% | ?
41 | CN(Cc1cccs1)c1nc(-c2cccnc2)nc2ccccc12 | ? | 4.8% | 23.1µM*
42 | CN(c1nc2ccccc2nc1Cl)S(=O)(=O)c1ccccc1 | 23.1µM* | . | ?
43 | COc1ccc(CC(N)c2csc(NC(=O)c3cc(C(C)(C)C)nn3Cc3ccccc3)n2)cc1 (centres undefined) | 4.61µM* | . | 5.8µM*
44 | Cc1ccc(NC(=O)[C@@H]2CCCN2S(=O)(=O)c2ccccc2F)cc1S(=O)(=O)N1CCOCC1 | -52.4% | 3.5% | -13.2%
45 | O=C(CC1(O)C(=O)Nc2ccccc21)c1ccc(-n2cccc2)cc1 (centres undefined) | -7.1% | 6.5% | -5.4%
46 | NC(=O)C1=C[C@@H](c2coc3ccccc3c2=O)C[C@@H](OCCCCO)O1 | -9.0% | 5.1% | 5.6%
47 | Cc1noc(NS(=O)(=O)c2ccc(NC(=O)C(Cl)(Cl)Cl)cc2)c1C | 1.8% | 6.2% | -0.3%
48 | Oc1c(Br)cc(/C=N/Nc2nncc3ccccc23)cc1Br | 23.1µM* | . | ?
49 | CSc1ccc(S(=O)(=O)N2CCC(C(=O)NCC3CCCO3)CC2)cc1 (centres undefined) | -7.3% | 12.4% | -5.2%
50 | COc1ccc(C(=O)N/C(=C\c2ccc(Cl)cc2)C(=O)NCc2ccncc2)cc1 | -28.0% | . | -28.3%

The listing continues:
entry | molecule | TDP1 cell noCPT | TDP1 inh | DT40 TDP1 CPT
51 | CC1(C(=O)NCCc2c[nH]c3ccccc23)C=CCN1C(=O)c1ccccc1 (centres undefined) | 1.7% | 0.0%&8.1% | -22.4%
52 | Cc1ccc2cc(/C=N/NC(=O)[C@H](C)NC(=O)OC(C)(C)C)c(Cl)nc2c1 | ? | 2.7% | 3.6%
53 | Cc1cccc(CN2CCN(C3CN(Cc4cn(Cc5cc(C)cc(C)c5)nn4)S(=O)(=O)C3)CC2)c1 (centres undefined) | 16.4µM* | . | ?
54 | O=C(CCCCCn1c(=O)c2sccc2n(CC(=O)Nc2cc(C(F)(F)F)ccc2Cl)c1=O)NCc1ccccc1Cl | -27.7% | 0.9% | -27.5%
55 | CCOc1ccc(C2C=C(c3ccc(C)cc3)Nc3nnnn32)cc1 (centres undefined) | 11.6µM* | 6.2% | 9.2µM*
56 | COc1ccccc1NS(=O)(=O)c1cc(NC(=S)Nc2cc(C)cc(C)c2)ccc1Cl | 5.17µM* | 4.6% | 11.6µM*
57 | COC(=O)c1nn(-c2ccc(C)cc2)ccc1=O | -0.9% | 0.0% | -1.4%
58 | CN(CP(=O)(O)C(O)c1ccccc1)S(C)(=O)=O (centres undefined) | -7.9% | -4.0% | -8.7%
59 | O=C(CSC1=NS(=O)(=O)c2cc(Cl)ccc2N1)NCc1ccccc1 | 0.5% | 0.5% | 13.5%
60 | CSc1nnc(-c2ccccc2)c(=O)[nH]1 | -18.6% | -2.0% | 2.0%

Part of the list above in order of length of the SMILES, rising:
entry | molecule | TDP1 cell noCPT | TDP1 inh | DT40 TDP1 CPT
15 | O=C(Nc1ccccc1)c1ccc2c(c1)OCCCO2 | -2.6% | 0.7% | ?
8 | CCOC(=O)CNc1nc(Cl)nc(N2CCCCC2)n1 | -4.2% | . | 3.1%
3 | Cc1ccc(CNS(=O)(=O)c2ccc(Br)s2)cc1 | -2.0% | . | -17.0%
6 | CC(=O)Nc1cc(OC(C)=O)c2nonc2c1OC(C)=O | 18.4µM* | -2.9% | ?
11 | CCOc1ccc(NC(=O)C(=O)N/N=C/c2cccnc2)cc1 | 21.6% | . | -4.2%
55 | CCOc1ccc(C2C=C(c3ccc(C)cc3)Nc3nnnn32)cc1 (centres undefined) | 11.6µM* | 6.2% | 9.2µM*
36 | O=C(COc1coc(CN2CCN(c3ccccc3F)CC2)cc1=O)Nc1ccccc1 | -29.9% | -5.1% | -19.6%
46 | NC(=O)C1=C[C@@H](c2coc3ccccc3c2=O)C[C@@H](OCCCCO)O1 | -9.0% | 5.1% | 5.6%
2 | COc1ccc(NC(=O)CN2C(=O)CC(C)(C)S(=O)(=O)c3ccccc32)cc1 | -21.3% | 0.0% | 1.5%
56 | COc1ccccc1NS(=O)(=O)c1cc(NC(=S)Nc2cc(C)cc(C)c2)ccc1Cl | 5.17µM* | 4.6% | 11.6µM*
28 | COc1ccc(C(CC(=O)Nc2cc([N+](=O)[O-])ccc2OC)c2ccccc2)cc1 (centres undefined) | ? | 1.8% | 16.4µM*
43 | COc1ccc(CC(N)c2csc(NC(=O)c3cc(C(C)(C)C)nn3Cc3ccccc3)n2)cc1 (centres undefined) | 4.61µM* | . | 5.8µM*
44 | Cc1ccc(NC(=O)[C@@H]2CCCN2S(=O)(=O)c2ccccc2F)cc1S(=O)(=O)N1CCOCC1 | -52.4% | 3.5% | -13.2%
38 | C[C@H](CO)N1C[C@H](C)[C@@H](CN(C)C(=O)c2cccc(F)c2)Oc2cc(-c3cncnc3)ccc2S1(=O)=O | 9.3% | . | -23.7%

(cont.)
entry | molecule | TDP1 cell noCPT | TDP1 inh | DT40 TDP1 CPT
61 | Cc1cccc(NC(=O)Cn2cc([N+](=O)[O-])cn2)n1 | 15.3% | 0.0% | -9.1%
62 | c1cncc(-c2nc(-c3ccco3)cs2)c1 | ? | -14.3% | ?
63 | C#CCOCCOCCOCCNc1nc(N2CCN(C(=O)Cn3cc(CC(C)O)nn3)CC2)nc(N2CCN(C(=O)[C@H](C)n3cc(CCC(=O)O)nn3)CC2)n1 (some centres undefined) | 21.9% | . | 4.7%
64 | CCc1cc(C(=O)Nc2cc(S(=O)(=O)N(CC)CC)ccc2N2CCOCC2)sc1C | ? | -1.4% | 20.6µM*
65 | CCOC(=O)c1cccc(P(=O)(C(C)(C)C)C(C)(C)C)c1 | -4.8% | -5.5% | -15.8%
66 | O=C(O)c1cnc(-c2ccccc2)nc1Sc1ccccc1Cl | -19.6% | -2.9% | -8.8%
67 | CC1CCN(S(=O)(=O)c2nnc(NC(=O)c3cccc(F)c3)s2)CC1 | ? | 1.3% | ?
68 | CCCCC(C(=O)O)C(C)CC(=O)Nc1ccn(-c2ccccc2)n1 (centres undefined) | 4.7% | -1.9% | -2.3%
69 | CC(=O)N1CCC[C@H]1C(=O)NCC1Cc2cc(-c3cnccn3)cc(Cl)c2O1 (some centres undefined) | -13.3% | . | -7.4%
70 | CCn1c(SCC(=O)Nc2ccc3c(c2)OCO3)nnc1C1CC1 | -35.8% | 0.7% | -1.9%
71 | Cc1cccc(C)c1NC(=O)NC1(C(=O)NCCCN2CCOCC2)CCCCC1 | -5.6% | 7.5% | 1.0%
72 | CCc1ccc2c(c1)C(c1ccc([N+](=O)[O-])cc1)=NNC(c1ccccc1)=N2 | ? | 9.3% | -24.4%
73 | COC(=O)c1cc(NC(=O)CCS(=O)(=O)c2cc(Br)cc3c2N(C(=O)C2CC2)CC3)cc(C(=O)OC)c1 | -14.6% | -4.3%[12.3 µM] | -2.8%
74 | COc1ccccc1-c1oc2ccccc2c(=O)c1O | ? | 4.0%[56.1 µM] | ?
75 | COc1cccc(N2CCN(C(=O)C3CCCN(c4ncnc5c4nc4n5CCCCC4)C3)CC2)c1 (centres undefined) | ? | 6.8% | 16.4µM*
76 | CCCCOc1ccccc1C1CC(=O)Nc2cc(C)c(C)cc21 (centres undefined) | 18.4µM* | 0.0% | 14.6µM*
77 | CCN(CCCNC(=O)CN1C(=O)COc2ccccc21)c1ccccc1 | -17.6% | 2.2% | -8.7%

Source: PubChem
